PPC-1+TRAIL kill: compounds killing PPC-1 cancer cells with TRAIL present, primary screen, TRAIL potentiator project, ATPLite luminescence, uHTS; PPC-1 cells + TRAIL, ATPLite viability luminescence; cell killing (% activity), % at 4 µM; 0.41% of 220,000 active;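 active = cell killing above 50% in the first pass at 4 µM, then a duplicate retest at 5 µM averaging 50% or more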;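 also: plate controls were cells with TRAIL plus DMSO for no effect and medium-only wells lacking cells for full effect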
PGE2 EP2 inh: human EP2 receptor antagonists, primary screen, TR-FRET cAMP, C6 glioma cells | C6 glioma cells expressing human EP2; cells stimulated with saturating PGE2 | Prostaglandin E2 receptor EP2 subtype (Homo sapiens), P43116 | 0.52% of 260,000 active | inhibition, % at 25 µM;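 active = percent inhibition above 40 after rounding to a whole number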;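 also: rat C6 glioma host cells with rolipram phosphodiesterase inhibitor present; the protocol text gives 20 µM as final concentration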
Target sequence (P43116 whole entry, looked up): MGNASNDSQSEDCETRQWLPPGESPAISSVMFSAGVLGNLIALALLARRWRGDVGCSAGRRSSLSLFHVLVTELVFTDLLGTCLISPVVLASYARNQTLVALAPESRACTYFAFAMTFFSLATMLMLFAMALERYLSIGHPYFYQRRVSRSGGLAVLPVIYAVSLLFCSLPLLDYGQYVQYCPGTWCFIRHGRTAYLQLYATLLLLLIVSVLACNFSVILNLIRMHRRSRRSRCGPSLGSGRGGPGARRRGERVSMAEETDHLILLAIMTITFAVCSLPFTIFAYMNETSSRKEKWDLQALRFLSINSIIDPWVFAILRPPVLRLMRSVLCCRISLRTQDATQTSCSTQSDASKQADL
FXIIa inh: human FXIIa protease inhibitors, primary screen, biochemical, 1536-well | Coagulation factor XII (Homo sapiens), P00748 | purified FXIIa, Boc-QGR-AMC fluorogenic substrate, 2 h | inhibition, % at 5 µM | 0.3% of 220,000 active; in the data active = inhibition above about 40%;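 also: 0% = enzyme with no compound and 100% = blank without enzyme; many of its hits are not listed in these tables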
FXIa inh 1536: human FXIa protease inhibitors, primary screen, biochemical, 1536-well | Coagulation factor XI (Homo sapiens), P03951 | purified FXIa, Boc-Glu-Ala-Arg-AMC fluorogenic substrate | inhibition, % at 5 µM | 0.14% of 220,000 active | AID 798, 2007;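 active = inhibition of at least 40%; inactive = inhibition below 40%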;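 also: fluorescence of freed AMC excited at 355 nm; 0% = enzyme without compound and 100% = no enzyme blank; many of its hits are not listed in these tables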
Target sequence (P03951 19-387 limits assumed): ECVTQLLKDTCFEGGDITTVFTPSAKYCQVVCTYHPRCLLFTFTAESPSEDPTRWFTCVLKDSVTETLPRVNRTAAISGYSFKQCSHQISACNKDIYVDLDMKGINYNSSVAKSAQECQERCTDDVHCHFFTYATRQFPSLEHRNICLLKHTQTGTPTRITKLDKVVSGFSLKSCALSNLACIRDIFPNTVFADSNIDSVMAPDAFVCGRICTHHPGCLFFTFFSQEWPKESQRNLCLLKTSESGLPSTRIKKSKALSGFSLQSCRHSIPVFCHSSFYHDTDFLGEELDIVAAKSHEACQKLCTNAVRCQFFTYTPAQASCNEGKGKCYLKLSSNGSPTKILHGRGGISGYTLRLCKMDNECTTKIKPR
Target sequence (P03951 388-625 limits assumed): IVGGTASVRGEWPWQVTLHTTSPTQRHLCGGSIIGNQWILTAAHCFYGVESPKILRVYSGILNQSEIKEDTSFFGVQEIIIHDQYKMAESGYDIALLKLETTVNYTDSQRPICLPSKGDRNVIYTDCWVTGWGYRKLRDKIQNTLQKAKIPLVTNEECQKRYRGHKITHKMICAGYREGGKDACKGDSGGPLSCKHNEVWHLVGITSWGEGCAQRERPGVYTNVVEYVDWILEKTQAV
Wee1 stabilizer: Wee1 degradation inhibitors, primary screen, cell-based, HeLa, Wee1K328M-luciferase, luminescence. HeLa Luc-Wee1K328M stability; 100% = proteasome inhibitor MG132 effect. AID 1321, 2008. 1.2% of 220,000 active. reporter increase, % at 5 µM. Wee1-like protein kinase (Homo sapiens), P30291;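 active = activation above the mean of all tested compounds plus 3 SD, set per screening run, cut at about 8.8% in these data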;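 also: cells exposed to compound for 20 h before luminescence read; 0% = DMSO alone and 100% = MG132 at 30 µM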
TNF necrop inh: inhibitors of TNF-alpha triggered necroptosis, primary screen, cell-based, Jurkat FADD-/-, single concentration; Jurkat FADD-/- TNF necroptosis rescue, ATP luminescence, 24 h; 0 = TNF only, 100 = no-TNF cells; activation (protection from cell death), % at 10 µM; 0.068% of 220,000 active; AID 463075, 2010;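 active = activation, meaning protection from cell death, of at least 50% relative to plate controls; inactive = activation below 50%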;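 also: necroptosis triggered by 40 ng/mL TNF-alpha added together with compound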
TbHK1 inh: Trypanosoma brucei hexokinase 1 inhibitors, primary screen, biochemical, G6PDH-coupled NADH absorbance, MLSCN library. inhibition, % at 10 µM. recombinant TbHK1, G6PDH-coupled NADH A340. hexokinase 1 [Trypanosoma brucei]. 0.11% of 220,000 active;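 active = inhibition of 50% or more in the single-dose primary screen; inactive = inhibition below 50%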
CHOP inhibitor: inhibitors of CHOP promoter induction, primary screen, cell-based, unfolded protein response, luciferase reporter. 3.8% of 220,000 active. inhibition, % at 10 µM. CHO-K1 CHOP-promoter luciferase, tunicamycin-induced, 15-18 h;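 active = compounds that reduced the stress-induced luciferase reporter signal by more than about 70% of percent inhibition, limit read from the data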;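 also: 0% = tunicamycin plus vehicle and 100% = wells without tunicamycin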
L929 necroptosis: inhibitors of zVAD-triggered necroptosis, primary screen, L929 cells | viability rescue, % at 10 µM | AID 1377, 2008 | L929 zVAD necroptosis rescue, ATP luminescence, 24 h; with zVAD 60 µM | 0.38% of 220,000 active;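 active = activation, scaled between plate controls, above about 75%, limit read from the data; inactive = activation under that limit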;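 also: 0% = zVAD with DMSO and 100% = DMSO alone without zVAD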
Starred values were filed as active, the others as inactive; nt = no result given; & = joins results of further samples; ! = a repeat was not active. Only part of the results is shown; the hit share may differ from the screen's.

SMILES | PPC-1+TRAIL kill | PGE2 EP2 inh | FXIIa inh | FXIa inh 1536 | Wee1 stabilizer | TNF necrop inh | TbHK1 inh | CHOP inhibitor | L929 necroptosis
C=CCNC(=O)c1onc(CSc2ccc(C)c(C)c2)c1C(=O)O | 18 | 8 | 8 | -2 | 0 | -1.0 | 0 | 10 | 0.1
CC(C)OC(=O)NC(Nc1ccccc1C(=O)O)(C(F)(F)F)C(F)(F)F | 33 | 8 | 4 | 0 | 2 | 0.7 | -13 | 23 | 0.0
Cc1cc(C)nc(SCC(=O)N/N=C/C=C/c2ccccc2)n1 | 7 | 8 | 7 | 6 | 7 | 1.2 | -15 | 14 | 1.6
CC(C)CCC1(CCNC(=O)c2cccs2)CCOC(C)(C)C1 (stereo not given) | 8 | 1 | 10 | 1 | -1 | 0.1 | -4 | 8 | -0.1
Cn1c(-c2ccc3c(c2)OCO3)cc(=O)c2ccccc21 | 17 | 14 | 7 | -1 | 4 | -0.7 | -23 | 5 | 0.5
COc1cccc(C(=O)NC(=S)Nc2ccc3oc(=O)ccc3c2)c1 | 11 | 6 | 6 | 3 | 1 | 1.4 | -5 | -11 | -1.2
CCCNC(=O)C1=C(C)C(=O)OC12CCC(C)CC2 (stereo not given) | 27 | 11 | 17 | -4 | 7 | 0.1 | 19 | 33 | 0.3
O=C(Nc1ccc2nc(-c3ccccc3)oc2c1)c1ccco1 | 13 | 42*! | -13 | -5 | -1 | -0.3 | -35 | -23 | 0.8
COc1cc(C2C(C(C)=O)=C(O)C(=O)N2c2ccc(Br)cn2)ccc1O (stereo not given) | 2 | 9 | 13 | -22 | 0 | -0.6 | -32 | 10 | 1.6
CCc1c(C(C)O)oc2ccc3c(C)cc(=O)oc3c12 (stereo not given) | 5 | 4 | 31 | 23 | -1 | -0.8 | -11 | 0 | 1.4
CC(C)(S)[C@@H](N)C(=O)O | 12 | nt | 7 | 0 | 3 | 3.3 | -2 | 7 | 1.8
O=C(OCc1cccc2ccccc12)C1CC(=O)N(c2ccccc2)C1 (stereo not given) | -16 | 7 | 21 | 8 | 1 | 0.5 | 0 | 37 | 0.3
O=C(O)CCNC1CCCCC1 | 26 | 1 | 10 | 0 | 5 | -0.3 | -12 | -2 | -0.3
CN(N)C(=S)Nc1ccc(F)cc1 | -3 | 9 | 3 | -6 | 1 | -1.0 | -1 | 9 | 1.4
O=C(O)CCC(=O)N1CCc2cc(S(=O)(=O)Nc3ccc4c(c3)OCCO4)ccc21 | 17 | 5 | 11 | 6 | 3 | 0.2 | -8 | 2 | 1.4
CC(/C=C/c1ccccc1)=N/NC(=O)c1cnccn1 | 18 | 3 | 11 | 4 | 8 | 0.0 | -44 | 6 | -0.1
CCOC(=O)c1c(N)n(C2CC(C)(C)NC(C)(C)C2)c2nc3ccccc3nc12 | 7 | 11 | -46 | -11 | -2 | -0.8 | -15 | 16 | -0.1
CCc1ccccc1NC1Nc2cc(C)nn2S1 (stereo not given) | 3 | 2 | 9 | -1 | 2 | -0.9 | 1 | 19 | -0.6
COc1ccc(-c2cc(-c3nnc(COC(=O)CC4CCCC4)o3)c3ccccc3n2)cc1OC | 13 | 6 | 14 | 14 | 4 | -0.4 | -18 | 5 | 1.3
O=C(NCCNc1ccc(Cl)cc1[N+](=O)[O-])c1cccnc1 | 9 | 11 | 3 | -2 | -1 | 1.6 | -5 | 16 | 0.1
Cc1nnc(SCc2cc(=O)oc3ccc4ccccc4c23)n1Cc1ccccc1 | 12 | 5 | 5 | 5 | 0 | 0.7 | -6 | 9 | -0.1
COC(=O)CCCCC(=O)C1C(=O)CC(C)(C)C(C(=O)OC)C1=O (stereo not given) | 0 | 10 | -3 | 7 | -5 | -1.2 | -2 | 2 | 0.0
COC(=O)c1c(C)[nH]c(O)c1C=Nc1ccc(Oc2ccccc2)cc1 | 8 | 4 | 2 | -1 | 2 | -0.8 | -8 | 45 | 1.5
CC(=O)c1ccccc1NC(=O)COC(=O)c1ccccc1NC(=O)c1ccccc1 | 0 | 10 | 15 | 2 | 2 | 0.2 | -7 | 18 | 0.2
COC(=O)c1ccc(-c2noc(CN(C)Cc3ccncc3C)n2)cc1 | 5 | 4 | 5 | -4 | -6 | -0.7 | 2 | 34 | 3.2
(further entries)
SMILES | PPC-1+TRAIL kill | PGE2 EP2 inh | FXIIa inh | FXIa inh 1536 | Wee1 stabilizer | TNF necrop inh | TbHK1 inh | CHOP inhibitor | L929 necroptosis
COCCN(CCOC)c1ncnc2c1cnn2-c1ccc(Cl)cc1 | -7 | 4 | 12 | -1 | 5 | 1.9 | 3 | -6 | 0.9
COc1ccc(/C(C)=N/Nc2ccc(C(=O)O)cc2)c(OC)c1 | 23 | 3 | 14 | 5 | -4 | 0.6 | -1 | 2 | 1.5
CCOc1ccc(C(CC(=O)O)n2cnnn2)cc1OC (stereo not given) | 8 | 10 | 3 | -5 | 0 | -0.1 | 6 | -4 | 0.0
CCOc1ccccc1C(=O)Nc1cc(OC)ccc1OC | 24 | 2 | 10 | 6 | 0 | 0.4 | -2 | 39 | 2.4
COc1cccc(N2C(=O)CC(N3CCN(CCN=CC4=C(O)CC(C)(C)CC4=O)CC3)C2=O)c1 (stereo not given) | -4 | 1 | -3 | -7 | 0 | 0.2 | -2 | 31 | 0.4
Cc1ccc(CNC(=O)CN(Cc2ccccc2)S(C)(=O)=O)cc1 | 10 | 17 | 5 | -4 | 1 | -2.2 | -4 | 10 | 0.0
O=C(/C=C/c1ccccc1)N(c1ccccn1)C1CCCCC1 | 6 | 13 | -7 | -8 | -3 | -3.7 | 8 | -2 | -0.4
COc1ccc2nc(NC(=O)CSc3nc4ccccc4o3)sc2c1 | 9 | 8 | -2 | -2 | 4 | -0.7 | -30 | 72* | 0.3
Cc1ccc(CN(C(=O)c2ccco2)C(C(=O)NC2CCCC2)c2cccnc2)cc1 (stereo not given) | 10 | 3&17 | 6 | -1 | -4 | 1.6 | -4 | -16 | 0.4
O=C(c1cccnc1)N1CCCc2ccccc21 | -20 | 9 | 2 | -5 | -1 | 0.1 | 32 | -8 | -0.5
Cc1noc(NC(=O)c2ccccc2C(F)(F)F)c1C#N | 31 | 7 | 8 | -2 | 1 | -0.1 | -1 | 4 | 1.1
Cc1nn(C)c(Oc2ccccc2)c1CCNC(=O)C(C)(C)C | 16 | 2 | 4 | 1 | -1 | 0.0 | -7 | -7 | 0.5
O=C(Cn1nnc2ccccc21)OCC(=O)c1ccccc1 | 12 | 5 | 2 | -5 | -1 | -2.3 | 6 | 14 | 0.1
O=C(OCc1cccc([N+](=O)[O-])c1)c1ccncc1 | 7 | 1 | 5 | -4 | -3 | 1.0 | 2 | 19 | 0.2
COCCn1c(Sc2ccccc2)nc2c1c(=O)[nH]c(=O)n2C | 0 | 12 | -6 | 0 | -2 | -1.2 | -5 | 23 | -0.4
Cc1nn(C(=O)N2CCOCC2)c(C)c1C | 7 | 8 | 3 | -2 | 3 | -1.0 | 5 | 0 | 0.6
COc1ccc(-c2cc(C(F)(F)F)n3nc(C(=O)N4CCCCC4)cc3n2)cc1OC | -11 | 20 | 17 | 5 | -1 | -2.7 | -16 | 43 | 0.0
COCCCNc1oc(-c2ccccc2F)nc1C#N | -2 | 0 | -3 | -4 | 5 | -1.0 | -24 | 21 | -0.6
CCCCNC(=O)NCC(=O)Nc1ccc(F)c(F)c1 | 4 | 8 | 11 | -5 | -2 | 1.3 | 2 | 53 | 1.0
COc1cc2c(c(OC)c1O)C(=O)CO2 | 0 | 5 | 4 | 1 | -2 | -0.7 | -27 | 6 | -0.6
O=S(=O)(c1ccc(Cl)cc1)c1cnc(-c2cccnc2)nc1-c1ccccc1 | -1 | 6 | 11 | 1 | 5 | -2.7 | -5 | 99* | 0.0
CC(=O)NC(Cc1cc(C)ccc1C)C(=O)N1CCN(C(=O)c2ccccc2Br)CC1 (stereo not given) | 7 | 11 | 3 | -7 | 2 | 0.2 | -7 | -12 | 1.1
COc1ccc(NC(=O)N2CCCc3cccc(C)c32)cc1 | 9 | 13 | 3 | -5 | 3 | 1.1 | 0 | 16 | 0.5
CC(C)c1nnc(NC(=O)c2cnccn2)s1 | -6 | 2 | 25 | 15 | -3 | -0.6 | -11 | -6 | -0.8
CCOC(=O)CN1CC23C=CC(O2)C(C(=O)NC2CCCCC2)C3C1=O (stereo not given) | -28 | 15 | 10 | 2 | -1 | -0.4 | -6 | -19 | -0.1
COc1ccccc1NC(=O)C(=O)NCC1COc2ccccc2O1 (stereo not given) | -9 | 14 | 18 | 10 | 1 | -2.8 | 0 | 26 | 0.1
CCCCCCCCSc1nnc(CSc2nc3nc(C)cc(C)n3n2)o1 | 11 | 4 | 1 | -8 | -2 | -5.7 | 6 | 50 | -0.1

Exported tab-delimited: part of the list above.
SMILES	PPC-1+TRAIL kill	PGE2 EP2 inh	FXIIa inh	FXIa inh 1536	Wee1 stabilizer	TNF necrop inh	TbHK1 inh	CHOP inhibitor	L929 necroptosis
O=C(OCc1cccc([N+](=O)[O-])c1)c1ccncc1	7	1	5	-4	-3	1.0	2	19	0.2
COCCn1c(Sc2ccccc2)nc2c1c(=O)[nH]c(=O)n2C	0	12	-6	0	-2	-1.2	-5	23	-0.4

Single records (already shown). Order of screens: PPC-1+TRAIL kill, PGE2 EP2 inh, FXIIa inh, FXIa inh 1536, Wee1 stabilizer, TNF necrop inh, TbHK1 inh, CHOP inhibitor, L929 necroptosis
Entry for O=C(c1cccnc1)N1CCCc2ccccc21 = -20, 9, 2, -5, -1, 0.1, 32, -8, -0.5
Entry for Cc1nn(C)c(Oc2ccccc2)c1CCNC(=O)C(C)(C)C = 16, 2, 4, 1, -1, 0.0, -7, -7, 0.5
Entry for O=C(Cn1nnc2ccccc21)OCC(=O)c1ccccc1 = 12, 5, 2, -5, -1, -2.3, 6, 14, 0.1
Entry for COc1cccc(N2C(=O)CC(N3CCN(CCN=CC4=C(O)CC(C)(C)CC4=O)CC3)C2=O)c1 (stereo not given) = -4, 1, -3, -7, 0, 0.2, -2, 31, 0.4

Screens as filed in PubChem.
